High-throughput results (PubChem BioAssay)
PLK1 inh: PLK1 (human) kinase inhibition; recombinant PLK1 kinase, TR-FRET peptide phosphorylation; inhibition, % at 10 µM; 0.53% of 97,000 active; AID 619;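 active = inhibition of 50% or more in the single-concentration screen; inactive = inhibition below 50%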;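 also: 0% = DMSO max control and 100% = H-89 dihydrochloride min control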
ERa coact inh: blocks coactivator binding to human estrogen receptor alpha; inhibition, % at 25.6 µM; 1.7% of 86,000 active; TR-FRET ER-alpha LBD / SRC-1 peptide, estradiol-bound; in the data active = inhibition above about 50%;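 also: 0% = receptor plus peptide control and 100% = peptide only without receptor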
Mac1 fbg enh: increases human CD11b/CD18 adhesion to fibrinogen; P05107+P11215; K562 CD11b/CD18 adhesion to fibrinogen, ATPlite luminescence; activation, % at 10 µM; 0.07% of 93,000 active;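 active = 10 µM primary screen giving 50% or more activity, confirmed by 40% or more on retest at that dose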; also: strong numbers were not always called active; reference of the scale not given here
Target sequence (P05107 whole entry, looked up, other chains not shown): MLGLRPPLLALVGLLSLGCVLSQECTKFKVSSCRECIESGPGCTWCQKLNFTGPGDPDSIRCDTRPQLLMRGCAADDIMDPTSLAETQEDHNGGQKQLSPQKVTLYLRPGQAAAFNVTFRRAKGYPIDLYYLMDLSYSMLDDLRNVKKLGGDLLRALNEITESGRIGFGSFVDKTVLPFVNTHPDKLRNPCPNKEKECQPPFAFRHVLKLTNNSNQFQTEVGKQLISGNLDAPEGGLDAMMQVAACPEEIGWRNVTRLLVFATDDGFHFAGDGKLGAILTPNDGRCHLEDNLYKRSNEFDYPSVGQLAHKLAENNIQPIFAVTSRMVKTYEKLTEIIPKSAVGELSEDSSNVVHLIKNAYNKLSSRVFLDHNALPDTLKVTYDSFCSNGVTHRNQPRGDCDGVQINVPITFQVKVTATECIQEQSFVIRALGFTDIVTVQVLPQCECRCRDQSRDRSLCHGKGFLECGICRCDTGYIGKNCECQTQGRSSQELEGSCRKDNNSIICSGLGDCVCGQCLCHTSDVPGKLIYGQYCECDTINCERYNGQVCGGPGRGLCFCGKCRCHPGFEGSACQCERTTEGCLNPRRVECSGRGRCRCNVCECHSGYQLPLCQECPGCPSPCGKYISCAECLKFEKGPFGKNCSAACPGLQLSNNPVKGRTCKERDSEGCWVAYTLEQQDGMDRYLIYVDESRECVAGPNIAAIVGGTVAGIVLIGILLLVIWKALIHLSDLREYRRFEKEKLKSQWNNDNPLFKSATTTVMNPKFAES
FAK blocker: blocks human focal adhesion kinase activity. Q05397. biochemical FAK kinase activity assay. inhibition, %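 (tested at 7 µM)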. 0.84% of 97,000 active. AID 727; in the data active = inhibition above about 19%;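 also: 0% = DMSO and 100% = reference compound high control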
ERa SRC1 pot: ER-alpha (human) coactivator binding potentiation | P03372 | TR-FRET ERalpha-LBD/SRC-Cy5 coactivator binding, 2 h; 100 = basal binding, no effect | coactivator binding (% of control), % at 25.6 µM | 1.3% of 86,000 active | AID 639; in the data active = activity above about 200%;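 also: binding measured in presence of low estradiol as agonist stimulus; 0% = peptide alone without receptor and 100% = receptor with peptide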
PLK1 PBD inh: inhibitors of human Plk1 polo box domain binding | Plk1 PBD phosphopeptide binding, fluorescence polarization | inhibition, %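 (tested at about 20 µM)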 | P53350 | AID 693 | 0.13% of 97,000 active; in the data active = inhibition above about 34%, passing the limit was not always enough
ERb coact inh: blocks coactivator binding to human estrogen receptor beta; inhibition, % at 25.6 µM; 1.3% of 86,000 active; TR-FRET ER-beta LBD / SRC1-Cy5 peptide binding; receptor agonist-loaded with 1 µM estradiol; Q92731; AID 633;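 active = compounds whose percent inhibition of the receptor-coactivator binding signal exceeds about 50% in the single-dose screen, limit read from the data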;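 also: 0% = receptor plus peptide wells without compound and 100% = peptide-only wells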
HIV Rev-RRE inh: inhibitors of HIV-1 Rev-RRE RNA interaction | P05866 | Rev peptide-RRE RNA binding, FRET | inhibition, % at 8 µM | 0.79% of 97,000 active;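 active = inhibition above the screen-wide mean plus 3 SD, cut at about 35% in these data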;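 also: 0% = median DMSO wells and 100% = median Neomycin B control wells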
Target sequence (P05866 whole entry, looked up): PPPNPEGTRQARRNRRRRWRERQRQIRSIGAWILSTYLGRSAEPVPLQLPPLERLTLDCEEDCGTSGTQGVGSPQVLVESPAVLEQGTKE
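Probe or stimulus: fluorescein-Rev peptide as binding partner; assay system: Cy5-tagged RRE RNA duplex with fluorescein-tagged Rev peptide; timing: 5 min compound–RNA preincubation, then 15 min with peptide, 25 °C; medium: HEPES pH 7.5 buffer with KCl, MgCl2, NaCl and EDTA; signal: fluorescein-to-Cy5 FRET, 480 nm excitation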
Mac1 fbg inh: blocks human CD11b/CD18 adhesion to fibrinogen | P05107+P11215 | K562 CD11b/CD18 adhesion to fibrinogen, ATPlite luminescence; Mn2+ added to activate the integrin | inhibition, % at 10 µM | 0.54% of 93,000 active | AID 1497;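 active = primary inhibition of 50% or more at 10 µM, then 40% or more on retest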; also: some results filed as inactive read as strong as hits
* hit, by the source's call; / = not tested or not shown; [ ] = dose if it differs, or a comment.

SMILES | PLK1 inh | ERa coact inh | Mac1 fbg enh | FAK blocker | ERa SRC1 pot | PLK1 PBD inh | ERb coact inh | HIV Rev-RRE inh | Mac1 fbg inh
CCOC(=O)c1c(C)oc2c1c(C(c1cccnc1)N1CCOCC1)c(O)c1ccccc12 (stereo not drawn) | -2 | / | 5 | 3 | / | -14 | / | 1 | 19
CCOC(=O)Cc1nnc(NC(=O)CSc2ccc(Cl)cc2)s1 | -10 | -2 | -2 | -2 | 78 | 17 | -2 | 3 | -5
Cc1noc(C)c1CSc1nnc(-c2cccnc2)n1C1CCCCC1C (stereo not drawn) | / | -7 | 1 | / | 115 | / | -8 | / | -6
O=C(CN1CCCCC1)N1c2ccccc2Oc2ccccc21 | -10 | / | 1 | -1 | / | -18 | / | 4 | -17
CN1C(=O)COc2ccc(C(=O)c3oc4ccccc4c3-c3cnc4c(c3)COc3ccccc3-4)cc21 | -16 | 16[fluorescence artefact?] | / | 0 | 317*[fluorescence artefact?] | -17 | 21[fluorescence artefact?] | -3 | /
COC(=O)Cn1c(C)nc(=O)c(-c2ccccc2)c1C | / | -2 | -1 | / | 116 | / | -3 | / | -2
Cn1c(C(=O)NCc2ccccc2)cc2oc3ccccc3c21 | 4 | -3 | -1 | 0 | 109 | 5 | -5 | 13 | 5
CCn1c(SCc2nc3ccccc3[nH]2)nnc1-c1ccc(OC)cc1 | -6 | 7 | -2 | -7 | 107 | -1 | -13[fluorescence artefact?] | -1 | -12
Cc1ccc(N2CC(C(=O)NCc3cccs3)CC2=O)cc1C (stereo not drawn) | -11 | 13 | / | -1 | 109 | 19 | 11[fluorescence artefact?] | -4 | /
COc1ccccc1-c1cc(C(=O)Nc2ccccc2SC)no1 | -8 | -2 | -3 | 1 | 110[fluorescence artefact?] | 8 | -10 | -1 | 4
CCOC(=O)c1cc(CC)sc1NC(=O)Cc1ccccc1 | 1 | -3 | 4 | 3 | 94 | 4 | -10 | 12 | -33
Cc1sc2nc(CN(Cc3ccccc3)C(=O)NC3CCCCC3)[nH]c(=O)c2c1C | 50* | -2 | / | 1 | 90 | -9 | -2 | 8 | /
O=C(Cn1cnc2ccccc2c1=O)N1CCN(Cc2ccc3c(c2)OCO3)CC1 | -6 | 3 | -3 | 0 | 91 | -32 | 1 | 2 | 1
Cc1ccc(NC(=O)COc2ccc(Br)cc2CO)cc1 | -3 | -2 | 0 | 1 | 91 | 29 | 6 | 7 | -5
COc1ccc(S(=O)(=O)n2nc(OC(=O)c3ccccc3Br)cc2N)cc1 | -8 | 22 | -5 | 1 | 62[fluorescence artefact?] | 5 | 23 | 13 | 12
CC1CCCCC1N=CC1=C(O)CC(C)(C)CC1=O (stereo not drawn) | -10 | -7 | -4 | -2 | 118 | -24 | 4 | 0 | -9
Nc1cc(S(=O)(=O)C(F)(F)F)ccc1C(=O)O | -8 | 3 | -4 | 0 | 115 | -21 | -2[fluorescence artefact?] | 2 | -8
CC1(C)CC(=O)c2cnc(NC(=O)Cc3ccc(Cl)cc3)nc2C1 | -7 | 2 | 4 | 1 | 101 | 0 | -6 | 8 | -16
CSc1cnn(-c2ccccc2)c(=O)c1SC | -14 | 4 | -1 | 0 | 105 | -21 | 3 | 9 | 2
O=C(/C=C/c1ccco1)NCC1CCCO1 (stereo not drawn) | -9 | / | -2 | -10 | / | -10 | / | 5 | 5
CCN1CCN(C(=O)C2CCN(Cc3cc(Cl)ccc3O)CC2)CC1 | -14 | / | -5 | -2 | / | 12 | / | 3 | -11
O=C(CN1C2CCCC1CC(NC(=O)c1ccco1)C2)Nc1ccccc1C(F)(F)F (stereo not drawn) | -10 | / | / | 3 | / | -16 | / | 7 | /
O=S(=O)(N1CCOCC1)N1CCN(c2ccc(F)cc2)CC1 | -3 | 5[fluorescence artefact?] | 3 | 1 | 111 | -12 | -2[fluorescence artefact?] | 7 | -8
Cc1nnc(SCC(=O)N(C(C)C)C(C)C)nc1C | -14 | / | 5 | 4 | / | -7 | / | 4 | -22
Cc1c(CC(=O)O)c(=O)oc2cc(OCc3nn[nH]n3)ccc12 | -5 | / | 2 | 2 | / | 21 | / | 7 | -9
O=C(CSc1nnc(Cc2cccs2)n1CCc1ccccc1)N1CCCc2ccccc21 | -9 | 5 | 1 | 1 | 95 | -28 | 5 | -3 | 22
O=C(Cn1cnc2c(oc3ccccc32)c1=O)c1ccccc1 | -10 | -4 | -3 | 0 | 266*[fluorescence artefact?] | -16 | -8 | 0 | -9
CC1(C)CC2(CCO1)OC(=O)CC2C(=O)NCc1ccccc1 (stereo not drawn) | -12 | 9[fluorescence artefact?] | -1 | 7 | 116 | -2 | 3[fluorescence artefact?] | 2 | -10
Cc1cccc(/C=N/NC(=O)C(C)Nc2cccc3ccccc23)n1 (stereo not drawn) | -6 | 1 | -3 | 5 | 93 | -43 | 6 | 27 | 2
CC1=CC(C)(C)N(C(=O)CSc2nnc(-c3ccc(C)cc3)o2)c2ccc(C)cc21 | -4 | -1 | -1 | -1 | 101 | -6 | -5 | 9 | 24
C/C(=C\C(=O)c1ccncc1)Nc1ccccc1O | -12 | -15[fluorescence artefact?] | / | 0 | 111 | -15 | -7[fluorescence artefact?] | 3 | /
CC1CCCN(CCCNC(=O)c2coc3nc4ccccc4nc23)C1 (stereo not drawn) | -3 | -29[fluorescence artefact?] | / | 2 | 102 | -26 | -27 | 15 | /
Nc1c(C(=O)c2ccccc2)sc(Nc2ccccc2)c1S(=O)(=O)c1ccccc1 | -11 | -1[fluorescence artefact?] | / | 2 | 99 | 8 | 2 | 10 | /
C=CCNC(=O)C1CC(=O)N(c2ccc(C)cc2)C1 (stereo not drawn) | 59* | -5 | -5 | 5 | 126[fluorescence artefact?] | -18 | -13 | 6 | 9
Cc1cc(C)c2c(n1)nn1c(N3CCN(Cc4ccccc4)CC3)cc(C)nc21 | / | 8 | 1 | / | 112 | / | 4 | / | -8
O=C(O)C1CC(=O)N(Cc2cccnc2)C1 (stereo not drawn) | -3 | -12 | -1 | -6 | 115 | 2 | -2 | 8 | -10
CCC(C)NC(=O)c1ccc(CS(=O)(=O)Cc2ccc(Cl)cc2)o1 (stereo not drawn) | 0 | -2 | 1 | 0 | 113[fluorescence artefact?] | 3 | -16 | 8 | -3
CC12CN3CC(=O)N4CC5(C)CN(CC(C)(C4)C5=O)C(=O)CN(C1)CC(C)(C3)C2=O | / | -5 | -1 | / | 97 | / | 10 | / | -9
COc1ccc(C(=O)Nc2ccc3c(c2)Cc2ccccc2-3)cc1 | -8 | / | -2 | -4 | / | 13 | / | 9 | -3
Cn1nc(C(=O)NCc2ccc(F)cc2)c2ccccc2c1=O | -1 | 6 | / | -2 | 85 | 4 | 11 | 5 | /
CCN1CCCC1CNC(=O)Cn1cnc2sc(C)c(S(=O)(=O)N3CCC(C)CC3)c2c1=O (stereo not drawn) | -4 | 6[fluorescence artefact?] | / | -3 | 98 | 1 | 24[fluorescence artefact?] | -2 | /
Brc1ccc(OCCCN2CCOCC2)cc1 | -5 | -8 | -3 | 0 | 101 | 3 | -5 | 5 | -50
Cc1sc2ncnc(NCc3ccco3)c2c1C | 36 | 58* | -2 | 6 | 61 | 9 | 54* | 8 | 20
c1cncc(-c2noc(-c3cccc4ccccc34)n2)c1 | -7 | 4 | 1 | -1 | 110 | 17 | 14 | 12 | 3
Nc1ccccc1-c1nnc(-c2ccc(-c3ccccc3)cc2)o1 | -29 | / | -4 | -2 | / | 30 | / | 8 | 9
O=C(CNS(=O)(=O)c1ccc(Br)s1)N1CCCC1 | -3 | -7 | -4 | 1 | 104 | 44* | -21[fluorescence artefact?] | 5 | -12
COC(=O)C(C(=O)OC)C(C(=O)OC)C(C(=O)OC)C(=O)OC | -9 | 7 | / | -2 | 115 | -14 | -8 | 2 | /
O=C(Cn1cc2c(n1)CCCC2)Nc1ccccc1Br | -11 | 1 | -1 | 3 | 106 | -5 | -9 | 3 | 0
CC(=O)Nc1cccc(-c2nnc(SCc3ccccc3C#N)n2C)c1 | -5 | -2 | -2 | -1 | 108 | -26 | 5 | 2 | 13
Cc1onc(-c2ccccc2Cl)c1C(=O)N1C=CC(C(F)(F)Cl)=NCC1 | -9 | / | / | -4 | / | -14 | / | -6 | /
CCCc1nnc(NC(=O)c2cc3ccccc3oc2=O)s1 | -5 | 1 | 1 | -1 | 93 | 5 | -5 | 7 | 21
CCSc1nc(C)cc(Oc2ccc(=O)n(C)n2)n1 | -24 | 11[fluorescence artefact?] | -3 | -1 | 108 | 4 | 6 | 4 | -15
O=C(c1ccc2c(c1)OCO2)N1CCN(c2ccc(F)cc2)CC1 | 0 | -36 | 0 | -1 | 109 | -10 | -34 | -1 | -11
c1cn(CCCNc2ncnc3sc4c(c23)CCC4)cn1 | / | -10 | -2 | / | 105 | / | -3 | / | 0
CCc1nnc(NC(=O)Nc2ccccc2OC)s1 | -8 | -3 | 0 | 2 | 116 | 11 | 1 | 2 | -6
Cc1ccc(S(=O)(=O)N2CCCC(C(=O)O)C2)s1 (stereo not drawn) | -22 | -3 | -3 | -3 | 99 | -5 | 4 | 5 | 18
COc1ccc2nc(N)sc2c1 | -3 | -9 | / | -5 | 115 | 25 | -7 | 5 | /
Cc1cc(C(=O)N/N=C/c2cccnc2)c(C)o1 | -7 | / | 0 | -3 | / | -19 | / | -3 | 2
Cc1conc1NC(c1cccs1)c1ccc2cccnc2c1O (stereo not drawn) | 1 | 57*[fluorescence artefact?] | -3 | -2 | 66[fluorescence artefact?] | -14 | 46[fluorescence artefact?] | 2 | 4
Cc1[nH]n2c(=O)c3c(nc2c1-c1ccccc1)CCC3 | -14 | -13[fluorescence artefact?] | -4 | 3 | 106 | -32 | 5[fluorescence artefact?] | 4 | -5

Remaining list, next part:
SMILES | PLK1 inh | ERa coact inh | Mac1 fbg enh | FAK blocker | ERa SRC1 pot | PLK1 PBD inh | ERb coact inh | HIV Rev-RRE inh | Mac1 fbg inh
Cc1sc(NC(=O)CN2CCOCC2)c(C(=O)c2ccccc2)c1C | -4 | / | / | -2 | / | -65 | / | 8 | /
CC1CCc2nc3ccc(S(=O)(=O)N4CCC(C(=O)N5CCCCC5)CC4)cc3c(C(=O)O)c2C1 (stereo not drawn) | -18 | -3 | 3 | -4 | 120 | 5 | 5 | 2 | -2
C=CCNC(=S)Nc1ccc2nc(C)c(C)nc2c1 | -12 | / | / | 5 | / | 14 | / | 6 | /
Cc1cccc(N2CCN(c3cccc(C)c3)C2c2cccnc2)c1 | -12 | 7[fluorescence artefact?] | 0 | 0 | 97[fluorescence artefact?] | 17 | 8[fluorescence artefact?] | -1 | 19
Cc1nn(Cc2cccc(C(=O)NC34CC5CC(CC(C5)C3)C4)c2)c(C)c1Br | -11 | -4 | / | 2 | 122 | 14 | -14 | 9 | /
CCn1c(SCc2ccc(OC)cc2)nnc1-c1ccncc1 | -11 | -7 | 7 | 0 | 109 | 8 | -8 | 4 | 2

Entries above that contain an NH in an aromatic ring (4):
SMILES | PLK1 inh | ERa coact inh | Mac1 fbg enh | FAK blocker | ERa SRC1 pot | PLK1 PBD inh | ERb coact inh | HIV Rev-RRE inh | Mac1 fbg inh
CCn1c(SCc2nc3ccccc3[nH]2)nnc1-c1ccc(OC)cc1 | -6 | 7 | -2 | -7 | 107 | -1 | -13[fluorescence artefact?] | -1 | -12
Cc1sc2nc(CN(Cc3ccccc3)C(=O)NC3CCCCC3)[nH]c(=O)c2c1C | 50* | -2 | / | 1 | 90 | -9 | -2 | 8 | /
Cc1c(CC(=O)O)c(=O)oc2cc(OCc3nn[nH]n3)ccc12 | -5 | / | 2 | 2 | / | 21 | / | 7 | -9
Cc1[nH]n2c(=O)c3c(nc2c1-c1ccccc1)CCC3 | -14 | -13[fluorescence artefact?] | -4 | 3 | 106 | -32 | 5[fluorescence artefact?] | 4 | -5
